Compound activity (PubChem BioAssay)
SKN-1 inh: C. elegans SKN-1 inhibition; hit rate 0.49% among 360,000; C. elegans VP596 Pgst-4::GFP/RFP ratio, acrylamide-induced, 24 h; inhibition, % at 21.8 µM;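 active = interference check ratio from 0.5 to 1.5 plus GFP to RFP signal ratio inhibition reaching or exceeding a fixed threshold, cut at about 30% in these data, passing the limit was not always enough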; note: some compounds called inactive have numbers as strong as hits
Neddyl block: blocks human cullin neddylation; TR-FRET cullin neddylation, biochemical; calls only at 25 µM; hit rate 0.58% among 360,000; AID 651699; in the data active = inhibition above about 36%
CendR NRP1 mod: NRP-1/CendR interaction modulation. O14786. FAM-RPARPAR peptide binding to NRP-1, fluorescence polarization. inhibition, % at 25 µM. hit rate 0.85% among 360,000;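 active = inhibition or corrected inhibition above about 18%, plus a signal ratio from 0.5 to 1.5, limit read from the data, passing the limit was not always enough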; note: strong numbers were not always called active
MsrA inh: inhibitors of bovine MsrA; purified bovine MsrA, absorbance read-out; inhibition, % at 15.5 µM; hit rate 0.75% among 360,000; AID 651718; in the data active = inhibition above about 4.5%;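 note: 0% = vehicle wells with enzyme and 100% = reference inhibitor wells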
FAS-TE inh: inhibitors of human fatty acid synthase thioesterase domain; P49327; recombinant FAS-TE, OMFH fluorogenic substrate, fluorescence endpoint; inhibition, % at 15 µM; hit rate 0.67% among 360,000; AID 602261;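 active = compounds whose normalised, plate-corrected inhibition of enzyme fluorescence in the single-dose primary screen is 50% or more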;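 note: 0% = DMSO with enzyme and 100% = substrate without enzyme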
E coli Lon inh: E. coli protease La inhibition | purified E. coli Lon protease, fluorescence polarization | inhibition, % at 7.94 µM | hit rate 0.42% among 360,000; in the data active = inhibition above about 13%, passing the limit was not always enough;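 note: 0% = enzyme with probe and DMSO and 100% = no enzyme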
Rin1-Abl PPI inh: human Rin1-Abl interaction inhibition | P00519+Q13671 | TR-FRET Rin1/Abl binding, biochemical | inhibition, % at 7.35 µM | hit rate 0.4% among 360,000 | AID 588664; in the data active = inhibition above about 5%, passing the limit was not always enough
MT1-MMP act inh: MT1-MMP (human) activation inhibition | HT1080 RFP-PRO-GFP cells, GFP/RFP ratio fluorescence, overnight; percent of plate control window, DMSO zero | GFP/RFP ratio change, % at 20 µM | hit rate 0.061% among 360,000 | AID 651647;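 active = GFP/RFP ratio change of at least 30% with cell ATP level not reduced by more than half and red fluorescence within 50% of control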; note: strong numbers were not always called active
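Assay system – RFP-PRO-GFP reporter HT1080 cells · Compound dosing – single dose of 20 µM compound, 1% DMSO final · Incubation – overnight compound exposure at 37 °C · Measure – GFP/RFP fluorescence ratio · Benchmarks – DMSO wells and RFP-L50D-GFP cells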
MsrA act: bovine methionine sulfoxide reductase A activation. AID 602163. purified bovine MsrA, absorbance read-out. activation, % at 10.6 µM. hit rate 0.3% among 360,000; in the data active = activation above about 7.5%;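 note: 0% = vehicle and 100% = reference activator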
An asterisk follows results filed as active; i = inactive; · = not tested or not shown. Hits appear at their usual frequency. About 4.2% of those tested had a hit in this group.

smiles	Neddyl block	CendR NRP1 mod	MsrA inh	SKN-1 inh	MsrA act	FAS-TE inh	MT1-MMP act inh	E coli Lon inh	Rin1-Abl PPI inh
Cc1oc(-c2cccc(Cl)c2)nc1CN1CCCC(C(=O)NCCCN2CCOCC2)C1 (centres undefined)	i	-4	0.2	-24	-11	-9	10	-1	2
O=C1CC(N2CCSCC2)C(=O)N1CCc1ccccc1 (centres undefined)	i	-1	-1.2	0	-2	-10	8	-8	-4
Cc1ccc2nc(NC(=O)C3CCN(S(=O)(=O)c4cccs4)CC3)sc2c1	i	-14	-0.3	14	-2	68*	0	-4	1
CCc1cc(=O)n2c([nH]c3ccccc32)c1C#N	·	-4	-0.6	31	0	-5	1	-5	0
O=C1OCCC1Sc1nc2ccccc2c(=O)n1Cc1ccc(F)cc1 (centres undefined)	i	6	0.4	7	-8	11	2	0	1
COCCc1nc2ccc(C(=O)N3CCCC(CCCO)C3)cc2o1 (centres undefined)	i	8	-1.1	-6	1	-8	-4	-12	1
COCc1cc(C)nc(SCC[N+](C)(C)CC(=O)Nc2ccccc2)c1C#N	i	13	-0.6	-2	-2	53*	1	0	0
CC1CCCC(NC(=O)NC(=O)COC(=O)C2=NN(c3ccccc3)C(=O)CC2)C1C (centres undefined)	i	9	0.4	18	-1	-2	4	-18	2
O=C(NC1CCN(Cc2ccccc2)CC1)C1CCN(c2nnc(-n3cccc3)s2)CC1	i	2	0.0	-10	1	-7	1	0	2
COc1ccc(CCN(C)C2CCCN(C(=O)CCSC)C2)cc1OC (centres undefined)	i	5	-0.3	5	-1	-4	-1	-2	0
CCCN(CCC)Cc1c(C(=O)N/N=C/c2ccco2)nnn1-c1nonc1N	i	8	0.4	-17	-3	-3	-6	-13	1
O=C(Nc1nnc(-c2ccccc2)o1)c1cc(Cl)sc1Cl	i	-7	1.3	-3	-3	0	8	-4	2
CN1CC(c2ccccc2Cl)C2(COc3ccccc3C2=O)C12C(=O)Nc1ccccc12 (centres undefined)	i	10	2.6	-9	-2	35	-23	6	-2
CC1(c2ccccc2)NC(=O)N(CC(=O)Nc2ccc3c(c2)OCO3)C1=O (centres undefined)	i	0	0.2	-30	-6	-9	-2	-12	1
O=C(CSc1ccccc1)NC(=O)NCc1ccccc1	i	11	-1.5	-6	0	4	0	-5	2
Nc1nnc(SCc2ccccc2F)s1	i	-7	-0.2	15	-1	-5	6	4	-1
C/C(O)=C(\C#N)P(=O)(c1ccccc1)c1ccccc1	i	-5	-1.0	-7	-7	-4	-3	2	-3
O=C(NNC(=S)NC(=O)c1ccccc1)c1cccnc1	i	-8	4.3	-3	-1	-4	0	5	5
COc1ccccc1NC(=O)C(=O)/C=C(\O)c1ccccc1	i	-6	-1.2	5	-4	9	0	2	0
O=C(COC(=O)c1ccccc1Br)NC1CCCC1	i	12	-0.2	3	-2	-4	1	-5	1
CCN(CC)c1nc(Oc2ccc(C(=O)NN)cc2)nc(Oc2ccc(C(=O)NN)cc2)n1	i	3	0.5	5	4	-6	0	-4	3
CC1(C)C(=O)Nc2ccccc2N1C(=O)COC(=O)c1cc(S(=O)(=O)N2CCOCC2)ccc1F	i	-2	-0.8	4	-1	-5	6	-3	-1
CCOc1cccc(N2CCN(CCNC(=O)Nc3ccc(C)cc3)CC2)c1C	i	6	-0.6	29	1	-2	0	-3	-2
O=C(COc1ccccc1)NNc1nc2ccccc2s1	i	-20	-0.5	-8	-6	-2	1	5	2
COc1cccc(CNC(=O)C2CCN(S(=O)(=O)c3ccc4c(c3)NC(=O)C(C)S4)CC2)c1 (centres undefined)	i	1	-0.8	4	-2	1	-1	-2	-2
Cc1noc2ncnc(Oc3cc(Cl)ccc3Cl)c12	i	-2	0.9	-6	0	9	2	7	0
COc1ccc2c(c1)CC/C(=C/c1cc(OC)c(OC)c(OC)c1)C2=O	i	-3	-0.7	6	-5	16	1	0	-4
Cc1ccc(Cl)cc1NC(=S)NCc1cccn1C	i	-8	1.7	15	-6	-2	3	-8	-2
Cn1c(=O)c([N+](=O)[O-])c(NCC(O)c2ccccc2)c2ccccc21 (centres undefined)	i	8	0.0	-1	-3	-3	2	7	1
CN(C)C(=O)C1Cc2ccccc2CN1S(=O)(=O)c1cccs1 (centres undefined)	i	9	0.1	-5	-7	0	-2	-2	5
O=C(O)CCC(=O)N1CCN(c2ccccn2)CC1	i	-4	-0.4	10	-1	-4	0	-2	3
CC(C)(C)C(=O)Nc1ccccc1C(=O)NCc1ccco1	i	-4	-0.1	3	0	-7	2	0	0
CC(C)(C)NC(=O)C(c1ccc(O)cc1)N(C(=O)CCC(=O)Nc1nccs1)c1cccc(F)c1 (centres undefined)	i	9	-0.1	17	8	4	-5	-9	-3
CC(=O)Nc1ccc(S(=O)(=O)NCC2CCCO2)cc1 (centres undefined)	i	12	0.3	-10	-1	-4	2	6	2
CC(C)(C)c1ccc(C2SCC(=O)N2c2cccc(C(=O)O)c2)cc1 (centres undefined)	i	12	0.7	-6	-3	-7	5	2	0
O=C(NC1CCN(Cc2ccccc2)CC1)c1cccc(S(=O)(=O)Nc2cc(C(F)(F)F)ccc2Cl)c1	i	-6	-1.2	9	-4	1	1	-4	-2
O=C(NC(Cc1c[nH]c2ccccc12)C(=O)O)c1ccc2c(c1)OCO2 (centres undefined)	i	8	-0.3	9	0	-7	-3	-2	0
CC1(C)Cc2nc3oc4c(=O)n(CC(=O)Nc5cccc(Cl)c5)cnc4c3cc2CO1	i	0	-1.1	-14	-6	-3	1	-4	-1
COc1ccc(-c2coc3c(C(=O)Nc4cccnc4)cccc23)c(C)c1	i	-12	-0.4	-4	-1	11	3	-3	-5
Cc1ccnc(NC(c2ccncc2)c2c(C)[nH]c3ccccc23)c1 (centres undefined)	i	0	-1.2	19	-2	-7	1	6	2
O=[N+]([O-])c1ccccc1Oc1ccccc1Cl	i	6	2.5	-14	-4	10	-2	-8	1
CCCc1ccc(OCc2nc(-c3ccc(NC(=O)c4cccs4)cc3)no2)cc1	i	-5	0.8	7	0	3	5	-1	-1
Cc1cccc(OCC(=O)NC(=S)NNC(=O)c2ccncc2)c1	i	-5	0.3	-20	1	-6	-6	-9	0
COc1ccccc1CN(C)C(=O)CN1CCN(S(=O)(=O)c2ccc3c(c2)OCCCO3)CC1	i	-8	0.0	2	-3	4	-1	-3	5
Cn1c(SCCN2CCCC2)nnc1C1CCN(S(=O)(=O)c2cccc(F)c2)CC1	i	-3	1.0	11	-3	-5	1	-3	1
NC(=O)NCC12CC3CC(CC(C3)C1)C2	i	6	-0.2	-13	0	-5	-1	-4	-2
O=C(Cc1n[nH]c(=O)c2ccccc12)Nc1cc(C(F)(F)F)ccc1-n1cncn1	i	12	-0.6	1	-5	0	-3	5	4
Cc1cc(C(=O)CSc2ncccn2)c(C)n1Cc1ccco1	i	5	1.1	7	3	-3	-1	-5	1
Cc1cccc(C)c1NC(=O)CCS(=O)(=O)c1ccc(Br)cc1	i	3	0.2	25	-3	-1	-2	7	-1
Clc1ccc(/C=N/c2c(-c3ccc(Cl)cc3)nc3n2CCS3)cc1	i	-10	0.6	34	-1	22	1	1	1

Following part.
smiles	Neddyl block	CendR NRP1 mod	MsrA inh	SKN-1 inh	MsrA act	FAS-TE inh	MT1-MMP act inh	E coli Lon inh	Rin1-Abl PPI inh
CC1C(=O)N2CCCc3cc(NC(=O)c4ccccc4F)cc1c32 (centres undefined)	i	3	-1.2	4	-3	-8	-3	9	0
Cc1cccc(Oc2ncnc3onc(C)c23)c1	i	-2	-0.1	-2	-5	-2	-2	5	1
COc1ccc(S(=O)(=O)Nc2cc(C)on2)cc1	i	0	-0.6	6	-1	-4	0	-3	-2
COc1cc2c(c(OC)c1OC)-c1ccc(SC)c(=O)cc1C(NC(=O)C(F)(F)F)CC2 (centres undefined)	i	6	1.9	-6	-5	-2	21	4	-1
CCOc1ccc(NC(=O)COC(=O)c2cc(C)oc2C)cc1	i	4	-0.5	-2	-7	0	3	-11	0
Cc1nc(C)c(C(=O)C2=C(O)C(=O)N(CCN(C)C)C2c2ccco2)s1 (centres undefined)	i	2	3.8	3	-3	-5	1	7	-2
Cc1[nH]c2ccccc2c1C(c1ccncc1)N1CCCCC1 (centres undefined)	i	-4	0.1	-11	-5	-3	1	-6	-3
COc1cccc(/C=N/N2CCN(c3ccccc3OC)CC2)c1	i	13	0.1	-8	-1	13	-1	6	-3
CCN(CC)C(=O)COc1ccc(-c2nnc(N3CCCCC3)c3ccccc23)cc1	i	-2	0.3	-8	-5	-8	1	-3	2
CCCCC[C@H](O)/C=C/C1C(=O)C=C[C@H]1C/C=C\CCCC(=O)OC (some centres undefined)	i	0	0.2	-10	2	-4	3	1	-2
CC(NC(=O)COC(=O)c1ccc(Br)o1)c1ccccc1 (centres undefined)	i	9	0.2	-1	-9	-4	4	-2	0
Cc1noc(C)c1COC(=O)CCCOc1ccc(Cl)cc1Cl	i	1	-0.1	0	0	16	2	-4	-1
CCOC(=O)Cn1nc(/C=C/c2ccc(C)cc2)ccc1=O	·	5	-0.1	-4	-6	0	6	4	-5
COc1ccc(Br)cc1C(=O)N/N=C/c1ccc2c(c1)n(C)c(=O)n2C	·	6	1.9	10	-5	-7	4	-7	-3

Sorted by count of non-hydrogen atoms (smallest number first): 3 of the compounds above
smiles	Neddyl block	CendR NRP1 mod	MsrA inh	SKN-1 inh	MsrA act	FAS-TE inh	MT1-MMP act inh	E coli Lon inh	Rin1-Abl PPI inh
Cc1noc(C)c1COC(=O)CCCOc1ccc(Cl)cc1Cl	i	1	-0.1	0	0	16	2	-4	-1
CCCCC[C@H](O)/C=C/C1C(=O)C=C[C@H]1C/C=C\CCCC(=O)OC (some centres undefined)	i	0	0.2	-10	2	-4	3	1	-2
COc1cc2c(c(OC)c1OC)-c1ccc(SC)c(=O)cc1C(NC(=O)C(F)(F)F)CC2 (centres undefined)	i	6	1.9	-6	-5	-2	21	4	-1
